GPR55 antagonists = inhibition of LPI-stimulated GPR55 beta-arrestin translocation – imaging, U2OS, beta-arrestin-GFP, LPI agonist, primary screen (AID 2013) | U2OS GPR55 beta-arrestin-GFP translocation imaging, LPI antagonism; higher % means a stronger effect | actives 0.13% (n = 290,000) | one-dose inhibition, % at 10 µM; IC50 in µM for titrated hits;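 active means spots per cell inhibited over 60%, with over 100 cells counted and total cytoplasm intensity under 500,000; inconclusive means wells with under 100 cells, flagged as likely toxic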;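 further: U2OS cells stably carrying GPR55 and arrestin-GFP stimulated by 5 µM LPI near EC80; imaged beta-arrestin-GFP aggregate spots per cell after agonist stimulation; plate controls were LPI-stimulated DMSO wells for no effect and DMSO wells without LPI for full effect; some results filed as inactive read as strong as hits; confirmed hits need IC50 under 10 µM and bright autofluorescent wells are also inconclusive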
Rac1 GTP hydrolysis = MgcRacGAP GTPase-activating activity inhibitors, confirmation, biochemical, ADP Hunter fluorescence; MgcRacGAP-stimulated Rac1 GTP hydrolysis, ADP Hunter fluorescence; higher % means a stronger effect; GST-tagged Rac1 F28L mutant substrate; AID 624330; inhibition, % at 30 µM; hits with a dose series show IC50 in µM; actives 0.6% (n = 340,000);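 active means first-screen hits whose inhibition reached a set limit at any dose in the follow-up dose series; inconclusive means inhibition above the set first-screen limit but never retested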;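 further: fluorescence reports GDP produced by GAP-driven GTP hydrolysis; strong numbers were not always called active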
Myeloid diff MLP = promotes myeloid progenitor differentiation | ER-HoxA9 myeloid progenitors, lysozyme-GFP differentiation, flow cytometry | calls only at 10 µM | actives 1% (n = 360,000) | AID 624256;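 active means normalized GFP-positive differentiation at or above the plate's own cutoff, the solvent-only control mean plus 3 SD; inconclusive means no clear call, values can overlap the other calls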;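 further: cells exposed to compound for four days before flow analysis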
GPR35 arrestin U2OS = inhibition of zaprinast-stimulated GPR35 beta-arrestin translocation – imaging, U2OS, beta-arrestin-GFP, zaprinast agonist, primary screen (AID 2058); U2OS GPR35 beta-arrestin-GFP translocation imaging, zaprinast antagonism; higher % means a stronger effect; one-dose inhibition, % at 10 µM; IC50 in µM for titrated hits; actives 0.052% (n = 290,000);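 active means inhibition of at least 50% with at least 30 cells and total cytoplasm GFP at most 10,000,000; inconclusive means under 30 cells or total GFP of 10,000,000 plus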
NTR1 ag = agonists of NTR1, primary screen, imaging, U2OS cells, beta-arrestin-GFP, high content (AID 493036); P30989; NTR1-U2OS beta-arrestin-GFP spot imaging, agonist mode; activation, % at 20 µM; actives 0.17% (n = 330,000);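 active means activation at or above 40% of the spot to cytoplasm intensity ratio, with at least 20 cells analyzed; inconclusive means wells under 20 cells, flagged as cytotoxic or low count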;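 further: 0% = DMSO without peptide and 100% = 100 nM NTR1 peptide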
Target sequence (P30989 whole entry, looked up): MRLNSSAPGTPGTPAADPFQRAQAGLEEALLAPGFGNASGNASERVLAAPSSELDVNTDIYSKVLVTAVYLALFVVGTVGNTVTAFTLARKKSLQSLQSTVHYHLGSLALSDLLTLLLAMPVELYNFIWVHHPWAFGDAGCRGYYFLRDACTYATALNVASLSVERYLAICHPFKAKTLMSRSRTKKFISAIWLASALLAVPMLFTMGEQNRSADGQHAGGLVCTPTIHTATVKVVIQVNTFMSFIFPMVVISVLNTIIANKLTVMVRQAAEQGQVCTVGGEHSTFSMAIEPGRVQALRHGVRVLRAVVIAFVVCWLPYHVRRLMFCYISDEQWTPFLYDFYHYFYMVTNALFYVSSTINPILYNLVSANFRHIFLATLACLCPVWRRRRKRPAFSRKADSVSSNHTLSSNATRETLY
Siah-1 displacement = blockers of Siah-1 interaction with plectin peptide – biochemical, fluorescence polarization, rhodamine-plectin, uHTS, primary screen (AID 1817); Siah-1 / rhodamine-plectin peptide fluorescence polarization; higher % means a stronger effect; one-dose displacement, % at 20 µM; IC50 in µM for titrated hits; actives 0.02% (n = 290,000);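 active means displacement of at least 50% at 20 µM, with a fluorescence ratio check between 0.3 and a set limit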;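 further: plate controls were Siah plus tracer with DMSO for no effect and tracer alone without Siah for full effect; strong numbers were not always called active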
HIV peptide binding = cell-free HIV fusion peptide-binding blockers – biochemical, uHTS, fluorescence dequenching, primary screen (AID 1986); actives 0.3% (n = 290,000); inhibition, % at 20 µM, or IC50 in µM where a hit was titrated; cell-free peptide binding, fluorescence dequenching, 30 min; higher % means a stronger effect; in the data active means inhibition mostly above about 52%, no sharp cut-off; inactive means mostly below about 76%; further: some results filed as inactive read as strong as hits
PhoP inhibition = PhoP-dependent GFP reporter repression – Salmonella Typhimurium, primary screen (AID 1863). S. Typhimurium PhoP-regulated promoter GFP reporter, 4 h; higher % means a stronger effect. inhibition, % at 50 µM, or IC50 in µM where a hit was titrated. actives 0.16% (n = 300,000);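 active means inhibition over 29.93%, a cutoff 3 SD above the screen mean, later confirmed by dose response; inconclusive means inhibition over 29.93% but no dose response follow-up; inactive means inhibition at most 29.93% or unconfirmed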;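 further: 0% = low Mg2+ inducing control and 100% = high Mg2+ repressing control; strong numbers were not always called active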
LYP inhibition = PTPN22 lymphoid phosphatase activity blockers – biochemical, fluorescence intensity, uHTS (AID 1779). recombinant LYP phosphatase, fluorescence intensity; higher % means a stronger effect. one-dose inhibition, % at 11.5 µM; IC50 in µM for titrated hits. actives 0.054% (n = 290,000); in the data active means inhibition above about 50%;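 further: plate controls were vehicle with enzyme for no effect and no enzyme for full effect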
NTR1 ag cell count 20 µM = also measured in NTR1 ag; calls as there; cell count; measured here: cell count, cytotoxicity flag
Myeloid diff MLP GFP+ MAC1+ % = further read-out of Myeloid diff MLP, marked with its call; GFP+ MAC1+ double positive, %; measured here: differentiation confirmed by MAC1 staining
An asterisk follows results filed as active; i = inactive; ? = inconclusive; / = no result given.

SMILES | GPR55 antagonists | Rac1 GTP hydrolysis | Myeloid diff MLP | Myeloid diff MLP GFP+ MAC1+ % | GPR35 arrestin U2OS | NTR1 ag | NTR1 ag cell count 20 µM | Siah-1 displacement | HIV peptide binding | PhoP inhibition | LYP inhibition
CC1CCCCC1NC(=O)CN(C)S(=O)(=O)c1cccc2cccnc12 (configuration not stated) | 8% | 9% | i | 0.6 | -4% | 0.2 | 56 | -2% | -0.5% | -5% | -5%
COc1cccc(-n2c(C)cc(/C=C3\C(=N)N4N=C(CC(=O)N5CCOCC5)SC4=NC3=O)c2C)c1 | -3% | 7% | i | 2.1 | 0% | 1.8 | 60 | 12% | 10% | 0% | -4%
Cn1ccc2c([N+](=O)[O-])cccc2c1=O | 9% | 9% | i | 0.5 | -5% | 1.1 | 86 | 4% | -0.4% | 5% | 0%
O=C(NNC(=O)c1ccco1)c1csc(N2CCOCC2)n1 | / | 10% | i | 0.6 | / | 0.8 | 80 | / | / | 2% | /
CS(=O)(=O)N1CCN(C(=O)c2cc(-c3ccncc3)nc3ccc(Cl)cc23)CC1 | 1% | 6% | i | 0.6 | -3% | 0.5 | 63 | 1% | 0.5% | 2% | 2%
N#Cc1ccc(-n2nccc2-c2cnc3n(c2=O)CCS3)cc1 | 11% | 7% | i | 1.1 | 6% | -3.5 | 76 | 0% | -1.0% | 25% | -9%
O=C(CCC(F)(F)F)N1CCCC(CO)(CCc2ccccc2)C1 (configuration not stated) | 9% | 11% | i | 0.7 | 2% | 1.1 | 47 | 5% | -0.1% | 0% | -9%
O=C(CC(=O)NN=C1CCCC1)NCCc1ccccc1 | -3% | 9% | i | 0.4 | 3% | -0.9 | 80 | 4% | -0.1% | 2% | -7%
CCCC(=O)NC(=S)Nc1cccc(NC(=O)c2ccc(Cl)cc2Cl)c1 | -4% | 10% | i | 0.6 | 0% | 5.1 | 44 | 1% | -1.9% | 0% | -5%
COc1ccc(Br)cc1CNC(=O)C1CCN(S(=O)(=O)N2CCC(C)CC2)CC1 | 0% | 2% | i | 0.3 | 8% | -1.3 | 91 | 7% | -0.3% | 14% | 1%
CC(C)CCn1nnnc1C(c1ccccc1)N1CCN(C)CC1 (configuration not stated) | 19% | 7% | i | 0.7 | 4% | 0.6 | 60 | 4% | 2.4% | -7% | -7%
COc1ccccc1N(C)S(=O)(=O)c1ccc(C(=O)NCc2ccc3c(c2)OCO3)cc1 | -10% | -1% | i | 0.0 | -12% | -0.9 | 29 | -2% | -1.1% | 1% | 2%
CCSc1cc(C)nc2c(-c3ccc(Cl)cc3)c(C)nn12 | 13% | 8% | i | 0.2 | 8% | 4.0 | 79 | -2% | 1.9% | -3% | -5%
Cc1ccc2oc(=O)c(/C=C(\O)c3cccs3)nc2c1 | -9% | 16% | i | 1.1 | 0% | 0.5 | 61 | -7% | 33% | -13% | -7%
COCc1[nH]c(=S)[nH]c(=O)c1C | 1% | 11% | i | 0.2 | 17% | 0.1 | 49 | 2% | -0.8% | -5% | -6%
Cc1cccc(C)c1OCc1cc(C(=O)N(C)CCc2ccccn2)no1 | 6% | 4% | i | 0.5 | -7% | -0.5 | 64 | -2% | -1.5% | -3% | -9%
Cc1c(C(=O)N2CCCCC2)c(S(=O)(=O)NCCc2ccc(S(N)(=O)=O)cc2)c(C)n1C | 13% | 13% | i | 9.0 | -7% | -0.9 | 61 | 1% | -0.2% | -7% | -9%
CN1CCN(CCCNC(=O)c2ccc(Cn3c(=S)[nH]c4ccc(Br)cc4c3=O)cc2)CC1 | -3% | 8% | i | 0.3 | -5% | 1.6 | 68 | 0% | 0.6% | -4% | -6%
C#CCOCCOCCOCCNc1nc(N2CCN(C(=O)CCCCCCCCCCNC(=O)[C@@H](CCC(=O)O)n3cc(CCCCCN)nn3)CC2)nc(N2CCN(C(=O)CCCCCCCCCCNC(=O)[C@H]([C@@H](C)CC)n3cc(CCCCCN)nn3)CC2)n1 | / | ? | i | 2.0 | / | -0.7 | 80 | / | / | 11% | /
Cc1ccc(S(=O)(=O)NCC(=O)NCc2cc(=O)n(C)c(=O)n2C)cc1C | 3% | 5% | i | 0.0 | 0% | -0.6 | 78 | 1% | 1.1% | -8% | 0%
Cc1cccc(-c2ocnc2C(=O)Nc2ccccc2NC(=O)c2ccccn2)c1 | 13% | 5% | i | 1.1 | 12% | 0.9 | 60 | 1% | -2.4% | 8% | -5%
O=C(c1nc2ncccn2n1)N1CCN(c2ccccc2)CC1 | 4% | 11% | i | 0.6 | 7% | 2.8 | 27 | 3% | 0.5% | -1% | -4%
CC(C)c1ccc(N(C(=O)c2ccco2)C(C(=O)NC2CCCC2)c2ccncc2)cc1 (configuration not stated) | 2% | 0% | i | 2.1 | 2% | 2.9 | 63 | -4% | 0.1% | 1% | -5%
Cn1c(=O)c2c(nc(CN3CCN(C(=O)c4ccco4)CC3)n2Cc2ccc(F)cc2)n(C)c1=O | -18% | 6% | i | 6.5 | -3% | -0.5 | 48 | -4% | 0.1% | -3% | 3%
CN(C)/C=N/C(=S)Nc1ccc(Cl)cc1Cl | -1% | 6% | i | 0.2 | 8% | 2.1 | 49 | 9% | -0.7% | -6% | -4%
SMILES | GPR55 antagonists | Rac1 GTP hydrolysis | Myeloid diff MLP | Myeloid diff MLP GFP+ MAC1+ % | GPR35 arrestin U2OS | NTR1 ag | NTR1 ag cell count 20 µM | Siah-1 displacement | HIV peptide binding | PhoP inhibition | LYP inhibition
CCC(=O)Nc1sc(C(=O)N2CCCCC2)c(C)c1C#N | 10% | -4% | i | 12 | 18% | -0.8 | 32 | 0% | 0.2% | -5% | -4%
Nc1c(C(O)(C(F)(F)F)C(F)(F)F)cc(C(O)(C(F)(F)F)C(F)(F)F)c2ccccc12 | 4% | 10% | i | 1.4 | -4% | 26 | 64 | 1% | -2.0% | 7% | 10%
Cc1ccc(C)c(NC(=O)C(OC(=O)c2ccc(NC(=O)CC#N)cc2)c2ccccc2)c1 (configuration not stated) | / | -3% | i | 1.6 | / | 2.0 | 66 | / | / | 13% | /
O=[N+]([O-])c1cc([N+](=O)[O-])c(Oc2cccc(Cl)c2Cl)cc1NN1CCCCC1 | 10% | 4% | i | 0.4 | 9% | 2.6 | 74 | 2% | -0.1% | 3% | -5%
COc1ccc(/C=C2\SC(N3CCc4ccccc4C3)=NC2=O)cc1 | -6% | 1% | i | 0.1 | -18% | 1.1 | 61 | 5% | -4.7% | -7% | 0%
FCCCOc1ccc(/C=N/OCc2c(Cl)cccc2Cl)cc1 | 12% | 4% | i | 0.9 | -8% | 0.9 | 63 | -1% | -1.0% | -3% | -5%
COc1ccc(OC)c(CNC(=O)c2nn(C)c3c2CS(=O)(=O)c2ccccc2-3)c1 | -4% | 11% | i | 2.6 | 16% | 0.5 | 63 | -9% | 0.0% | 6% | -14%
NS(=O)(=O)c1ccc(CNC(=O)NC2(c3ccccc3)CC2)cc1 | 12% | 0% | i | 1.6 | -8% | -2.1 | 96 | -2% | -11% | 5% | -11%
Cc1cccc(NC(=O)CCSc2nnc(Cc3ccccc3)o2)c1 | -1% | 7% | i | 1.3 | -3% | 4.2 | 34 | -5% | -3.1% | -5% | -3%
CCOC(=O)C(=N/O)/C(C)=N/NC(=O)C(=O)Nc1ccc(Cl)cc1 | 6% | 8% | i | 0.5 | 2% | 1.5 | 51 | 10% | -3.1% | 3% | -6%
CC(=O)C1=C(O)C=C(c2ccco2)CC1c1ccco1 (configuration not stated) | 15% | 4% | i | 7.2 | 8% | -1.4 | 89 | 7% | 37% | -1% | 2%
CC(C)c1ccc(OCC(O)Cn2cnc3ccccc32)cc1 (configuration not stated) | -7% | 11% | i | 0.3 | 7% | 0.1 | 46 | 4% | -2.2% | -4% | -2%
C/C=C/Cn1c(Br)nc2c1c(=O)[nH]c(=O)n2C | -9% | -3% | i | 0.5 | -11% | -0.2 | 56 | 6% | 0.0% | 5% | -3%
CCOC(=O)c1ccc2[nH]c3c(c2c1)CCCC3O (configuration not stated) | -4% | 8% | i | 0.2 | 14% | 0.4 | 30 | 8% | 1.3% | -1% | -2%
O=C(CN(C(=O)c1ccc(Cl)cc1)C1CCCCC1)Nc1ccc(Cl)c([N+](=O)[O-])c1 | 1% | -5% | i | 0.7 | -14% | 3.6 | 45 | -2% | 1.7% | 7% | 0%
COCCCNC(=O)CN(c1cc([N+](=O)[O-])ccc1OC)S(C)(=O)=O | -2% | 6% | i | 0.5 | 15% | 2.8 | 39 | 4% | 0.1% | 1% | -7%
CC(C)NC(=S)N(CCc1ccncc1)C(C)C | -1% | 1% | i | 0.6 | -8% | 1.2 | 67 | -1% | -0.4% | -7% | -8%
Cc1ccc(OCC(=O)Nc2sc3c(c2C#N)CC(C)(C)NC3(C)C)cc1 | 11% | 6% | i | 0.5 | -12% | 0.7 | 62 | 13% | -1.5% | / | -5%
O=C(CN1CCOCC1)N/N=C/c1ccco1 | 13% | 3% | i | 0.2 | -6% | -0.1 | 100 | 14% | -1.8% | 3% | -3%
Cc1ccc(S(=O)(=O)NCCC(=O)NC2CCCC2)cc1 | 27% | 4% | i | 0.8 | -1% | -1.0 | 70 | 3% | 0.9% | 10% | -3%

Among those listed so far, these have a CF3 group:
SMILES | GPR55 antagonists | Rac1 GTP hydrolysis | Myeloid diff MLP | Myeloid diff MLP GFP+ MAC1+ % | GPR35 arrestin U2OS | NTR1 ag | NTR1 ag cell count 20 µM | Siah-1 displacement | HIV peptide binding | PhoP inhibition | LYP inhibition
O=C(CCC(F)(F)F)N1CCCC(CO)(CCc2ccccc2)C1 (configuration not stated) | 9% | 11% | i | 0.7 | 2% | 1.1 | 47 | 5% | -0.1% | 0% | -9%
Nc1c(C(O)(C(F)(F)F)C(F)(F)F)cc(C(O)(C(F)(F)F)C(F)(F)F)c2ccccc12 | 4% | 10% | i | 1.4 | -4% | 26 | 64 | 1% | -2.0% | 7% | 10%
